Source: PubChem
IkB sig inh: IkB Signaling; 110,000 compounds, 0.04% hits; Potency, µM (top dose mostly 57.1 µM), for inactives: at the highest dose IkBa stabilization activation; ABC-DLBCL IkBa-CBG/CBR dual luciferase ratio, 4 h; response scale: scaled: untreated 0%, proteasome inhibitor 100%; active = well fitted curve in the direction sought with a large enough effect in the signal ratio, not every such curve was filed as active; inconclusive = small, poorly fitted or top-dose-only effect, or a change in a side signal; the % refers to the signal ratio;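 note: the direction sought is a rising ratio; 0% = basal untreated cells and 100% = reference inhibitor full response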
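Luminescence ratio of IκBα-fused green versus native red beetle luciferase in OCI-Ly3 cells, 4 h post-doxycycline with compound; red signal alone, scaled from basal (0%) to zero light (-100%), flagged nonspecific or cytotoxic effects.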
Peg3 imprint: qHTS Assay for Compounds that Induce Erasure of Genomic Imprints; Potency, µM (series often up to 60.7 µM), without a hit: at the highest dose activity change, positive = activation, most hits filed as activators; mouse ES Peg3-LacZ reporter, beta-gal luminescence, 40 h; 110,000 compounds, 0.02% hits;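 note: 0% = negative control wells on the plate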
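Imprint erasure is scored as LacZ activity from the silenced maternal Peg3 allele in feeder-free female ES cells cultured 40 h with LIF. Luminescence is normalized to in-plate negative controls and fitted to the Hill equation.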
p53ts 32C tox: qHTS Screen for Compounds that Selectively Target Cancer Cells with p53 Mutations: Cytotoxicity of p53ts Cells at the Permissive Temperature. H1299-p53A138V at 32C, ATP luminescence viability, 24 h. Potency, µM (titrated, usually from 46.1 µM), inactives show at the top dose activity change, negative = cytotoxicity, usual class: cytotoxic. 130,000 compounds, 0.93% hits. AID 924, 2007;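 note: 0% = DMSO and -100% = full killing by reference compound; nearly all actives have a fitted effect of over 55% in size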
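Cells: H1299 p53ts (A138V), 600/well, pre-incubated 16–30 h at 37C. Cpd up to 46 uM, 24 h, 32C. Readout: ATPlite luminescence, 20 min RT. Normalization: DMSO vs tamoxifen 100 uM. AC50 by Hill equation.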
p53ts 39C kill: qHTS Screen for Compounds that Selectively Target Cancer Cells with p53 Mutations: Cytotoxicity of p53ts Cells at the Nonpermissive Temperature; H1299-p53A138V viability at 39C, ATP luminescence, 24 h; Potency, µM (series often up to 46.1 µM), for inactives: at the top dose activity change, negative = cell killing, usual class: cytotoxic; 130,000 compounds, 1.5% hits; note: nearly all actives have a fitted effect of over 55% in size
Starred values were filed as active, the others as inactive; u = inconclusive; x = no result given; [ ] = remark or other dose. Unless noted, calls come from the whole dose curve; as a rule, active = well fitted curve in the direction sought with a large enough effect; inconclusive = small, poorly fitted or top-dose-only effect, or another doubt; inactive = no such curve, though single readings can be large; an effect the other way counts as inactive or inconclusive. Unless noted, % is set by controls: 0 for no effect and ±100 for the full control effect; potency is the fitted concentration of half-maximal effect.

| compound | IkB sig inh | Peg3 imprint | p53ts 32C tox | p53ts 39C kill |
| --- | --- | --- | --- | --- |
| CNc1nc(-c2ccc(Cl)cc2)cs1 | 0.9% | -33%[inhibitor] | -23% | -19% |
| COc1cccc(NC(=O)Cn2nc(C)c3c(C)n(-c4ccccc4)nc3c2=O)c1 | 0.3% | 10%[10.9 µM] | 7% | 12% |
| C=CCSc1nsc(N)n1 | 0.5% | -8% | 20% | -2% |
| CCn1c2ccccc2c2cc(CN3CCN(Cc4ccccc4C)CC3)ccc21 | u | -14%[10.9 µM] | -14% | u |
| CCOc1ccc(C(=O)c2cn(CC(=O)Nc3ccc4c(c3)OCCO4)c3ccc(OC)cc3c2=O)cc1 | u | -12%[10.9 µM] | -4% | 0% |
| Clc1ccc(OCCCc2nc(-c3cccnc3)no2)c(Cl)c1 | u | -20% | -2% | -13% |
| Cc1ccc(C(=O)NCc2ccc3c(c2)OCO3)cc1S(=O)(=O)N1CCOCC1 | 1.0% | 1% | 0% | -2% |
| COc1ccc(-c2cc(C(F)(F)F)nc(SCC(=O)NCc3ccco3)n2)cc1OC | 0.3% | -14% | 0% | -2% |
| Cc1ccccc1CS(=O)(=O)Cc1ccc(C(=O)NCc2cccnc2)o1 | -0.8% | -15% | -22% | -22% |
| COC(=O)c1[nH]c2c(c1C)C(=O)CC(c1cc(OC)ccc1OC)C2 (stereo unspecified) | 1.0% | -23% | 4% | 8% |
| CCOc1cc(C2C(C(=O)OC)=C(C)NC3=C2C(=O)c2ccccc23)c(Br)cc1OC (stereo unspecified) | u | -6%[10.9 µM] | 23% | -10% |
| CC(CCc1ccccc1)NC(=O)c1nnc(Cc2ccc(F)cc2)o1 (stereo unspecified) | -0.4% | -10% | -1% | -1% |
| COC(=O)c1cccc(-n2c(CCC(=O)O)ccc2-c2ccc(OC)cc2)c1 | 1.7% | -21%[10.9 µM] | 4% | -13% |
| CC(C)COc1ccc(/C(O)=C2/C(=O)C(=O)N(CCN(C)C)C2c2ccncc2)cc1 (stereo unspecified) | 3.1% | -15% | 2% | -2% |
| CCCCNC(=O)CN1C(=O)COc2ccc(S(=O)(=O)N3CCCC3)cc21 | -0.5% | -8%[10.9 µM] | 7% | 7% |
| Cc1nn(C(=O)c2ccccc2F)c(C)c1S(=O)(=O)N1CCCCCC1 | 4.1% | -8%[10.9 µM] | -3% | -19% |
| Cc1ccc(CCNC(=O)Cn2ncc3c([nH]c4ccc(C)cc43)c2=O)cc1 | -2.4% | 6%[10.9 µM] | -1% | 4% |
| COc1ccc2c(c1)CC(C1(O)C(=O)Nc3ccccc31)C2=O (stereo unspecified) | 2.5% | x | -1% | 2% |
| COc1ccc(Cl)c(Cn2c(NCc3ccco3)nc3c2c(=O)n(C)c(=O)n3C)c1 | u | -24% | -5% | -5% |
| CCCc1cnc2c(c1SCC(=O)Nc1cccc(C)c1C)c(=O)n(C)c(=O)n2C | -3.1% | 7%[10.9 µM] | 0% | -1% |
| CCC(=O)OCc1cnc(C)c2oc(=O)c(C(=O)Nc3ccc(CC)cc3)cc12 | -0.8% | 2%[10.9 µM] | 2% | -13% |
| Cc1cc(C(=O)N2CCN(C(=O)C3CCCO3)CC2)no1 (stereo unspecified) | -2.6% | 7% | 3% | 2% |
| CCOC(=O)c1cc2sc(C)cc2n1CC(=O)N1CCc2ccccc21 | -1.6% | 0% | 10% | -9% |
| CCC(=O)N1CCCn2c1nc1ccccc12 | x | x | 7% | 5% |
| CCOC(=O)c1[nH]c(C)c(CN(CCc2ccccc2)S(C)(=O)=O)c1C | -0.2% | -21% | 4% | -2% |
| O=C(NC1CC(=O)N(c2ccccc2)C1)c1cccs1 (stereo unspecified) | 0.5% | u | 1% | 24% |
| COc1ccc(NC(=O)N2CC3(CCN(C(=O)c4cccn4C)CC3)C2)cc1 | 1.0%[11.4 µM] | x | 3% | 9% |
| CC(=O)Oc1c(-c2ccccc2)oc2c(CC=C(C)C)c3c(c(OC(C)=O)c2c1=O)C=CC(C)(C)O3 | x | 20% | 1% | -8% |
| CCOc1ccccc1NC(=O)Cn1nc(N2CCN(c3ccccc3)CC2)ccc1=O | 0.5% | -11%[10.9 µM] | -6% | -2% |
| O=C(NCC(=O)N(Cc1ccccc1)C(C(=O)NC1CCCC1)c1ccncc1)c1ccco1 (stereo unspecified) | x | x | -9% | 14% |
| c1ccc(-c2cnnc(N3CCCCC3)n2)cc1 | 20% | -26% | -20% | -14% |
| CC(=O)CCc1ccc(OC(=O)c2cccnc2)cc1 | -1.4% | 5% | -4% | 1% |
| CC(=O)OC(C(=O)n1nc(C)cc1C)c1ccccc1 (stereo unspecified) | 0.2% | 18% | 5% | 25% |
| CCN(c1ccc(OC)cc1)S(=O)(=O)c1nnc(NC(=O)c2ccccc2Cl)s1 | u | -10%[10.9 µM] | 7% | u |
| CC1CCc2c(sc(NC(=O)c3cc(-c4cccc(Cl)c4)on3)c2C(N)=O)C1 (stereo unspecified) | u | -2%[10.9 µM] | 1% | -11% |
| CSc1nc2ccc(S(=O)(=O)NC3CCCCC3)cc2s1 | 1.1% | -18% | 3% | 17% |
| Cc1ccc2nc(SC(Cc3cc(Cl)ccc3Cl)C(=O)O)[nH]c2c1 (stereo unspecified) | 0.7% | -15%[10.9 µM] | -2% | -2% |
| Cc1c(C(=O)OC2CCCCC2)[nH]c2c1C(=O)CC(C)(C)C2 | -2.4% | 3% | -2% | 4% |
| CC(C)Oc1ccc(CNC(=O)c2ccc3nc(C(C)C)oc3c2)cc1 | -0.9% | 15%[10.9 µM] | 7% | 10% |
| Cc1noc(C)c1-c1nccc(NCc2cccnc2)n1 | 2.3%[11.4 µM] | -10% | -2% | -6% |
| Cc1ccc(Cl)cc1NC(=O)CSc1nc2ccccc2nc1Cc1ccccc1 | 0.2% | 4%[10.9 µM] | -5% | -27% |
| Cc1cccc2c1-c1sc(C(=O)NCCc3ccc(Cl)cc3)cc1CO2 | -0.4% | -10%[10.9 µM] | 2% | u |
| COC(=O)c1ccc(OCC2c3cc(OC)c(OC)cc3CCN2C(=O)Cc2ccccc2)cc1 (stereo unspecified) | 0.1% | 10%[10.9 µM] | 0% | -17% |
| OC[C@H]1O[C@@H](n2cnc3c(NCc4ccccc4)ncnc32)[C@H](O)[C@@H]1O | x | -1% | 6.3µM* | 10µM* |
| Cc1ccccc1-c1nc2cc(NC(=O)COc3ccc(F)cc3)ccc2o1 | 1.4% | 12%[10.9 µM] | -6% | 4% |

Some values from above.
Entry for OC[C@H]1O[C@@H](n2cnc3c(NCc4ccccc4)ncnc32)[C@H](O)[C@@H]1O under Peg3 imprint: -1%
Entry for CC1CCc2c(sc(NC(=O)c3cc(-c4cccc(Cl)c4)on3)c2C(N)=O)C1 (stereo unspecified) under p53ts 32C tox: 1%
Entry for Cc1cccc2c1-c1sc(C(=O)NCCc3ccc(Cl)cc3)cc1CO2 under Peg3 imprint: -10%[10.9 µM]
Entry for COC(=O)c1ccc(OCC2c3cc(OC)c(OC)cc3CCN2C(=O)Cc2ccccc2)cc1 (stereo unspecified) under IkB sig inh: 0.1%
Entry for Cc1ccccc1-c1nc2cc(NC(=O)COc3ccc(F)cc3)ccc2o1 under p53ts 32C tox: -6%
Entry for CCN(c1ccc(OC)cc1)S(=O)(=O)c1nnc(NC(=O)c2ccccc2Cl)s1 under Peg3 imprint: -10%[10.9 µM]

Shown with values under each structure: entries from further up
Each structure is followed by: IkB sig inh | Peg3 imprint | p53ts 32C tox | p53ts 39C kill
COc1cccc(NC(=O)Cn2nc(C)c3c(C)n(-c4ccccc4)nc3c2=O)c1
→ 0.3% | 10%[10.9 µM] | 7% | 12%
Cc1ccccc1CS(=O)(=O)Cc1ccc(C(=O)NCc2cccnc2)o1
→ -0.8% | -15% | -22% | -22%

Following part
| compound | IkB sig inh | Peg3 imprint | p53ts 32C tox | p53ts 39C kill |
| --- | --- | --- | --- | --- |
| COc1cc(OC)cc(-c2ncc3ccccn23)c1 | x | x | -3% | 20% |
| Cn1c(SCC(=O)NCC2CCCO2)nnc1-c1ccc(S(=O)(=O)N2CCCC2)cc1 (stereo unspecified) | 4.2% | x | 1% | 2% |
| Cc1nc2nc(C)c(CCC(=O)NCCc3ccccc3)c(C)n2n1 | 0.0% | 8%[10.9 µM] | 3% | -14% |
| COC(=O)c1cccc(S(=O)(=O)N2CCC(C)CC2)c1 | 1.0% | -1% | 5% | 0% |
| O=C(CSCc1c(Cl)cccc1Cl)NCc1ccco1 | x | x | 11% | 14% |
| Nc1nc2c(ncn2C2OC(CO)CC2O)c(=O)[nH]1 (stereo unspecified) | x | 0% | -2% | 17% |
| CCOC(=O)C1CCN(S(=O)(=O)Cc2ccccc2)CC1 | 1.3% | -7% | -7% | -12% |
| Cn1c(SCC(=O)NCc2ccc3c(c2)OCO3)nc2scc(-c3cccs3)c2c1=O | u | 0% | 0% | -7% |
| CCOC(=O)C(CCCOc1cccc(OC)c1)C(=O)OCC | 0.4% | -16% | 7% | 5% |
| Cc1ccc(-c2nc3ccccc3[nH]2)cc1NC(=O)COc1ccc(Cl)cc1Cl | -1.7% | 26%[10.9 µM] | -8% | 18% |
| CCOC(=O)C1CCN(C(=O)c2sc3nc(C)nc(N4CCC(C)CC4)c3c2C)CC1 | x | x | 4% | 13% |
| Clc1cccc(N2CCN(c3nc4ccccc4n4nnnc34)CC2)c1 | u | -9%[10.9 µM] | 4% | -1% |
| CC1(C)CC(=O)C(C=NCc2cccnc2)=C(O)C1 | -1.4% | 0% | -6% | -2% |
| O=S(=O)(Nc1cccc(-c2ccc(N3CCCCC3)nn2)c1)c1cccc(F)c1 | -2.2% | -16%[10.9 µM] | 10µM* | u |
| O=C(CCCCCn1c(=O)c2sccc2n(CC(=O)Nc2cc(C(F)(F)F)ccc2Cl)c1=O)NCc1ccccc1Cl | u | 7%[10.9 µM] | 15% | 11% |
| CC(CCC(=O)O)C1CCC2C3CC[C@@H]4CCCC[C@@]4(C)C3CC[C@@]12C (stereo partly specified) | x | -11% | -3% | 13% |
| c1ccc(Cn2nnnc2C(c2cccs2)N2CCc3ccccc3C2)cc1 (stereo unspecified) | u | -17% | 9% | -8% |
| COC(=O)c1ccc(S(=O)(=O)N2C3CCC2CC(NC(=O)NC2CCCCC2)C3)cc1 (stereo unspecified) | 4.5% | x | 2% | 1% |
| COc1ccc(CNc2ccnc(-c3ccccc3OC)n2)c(OC)c1 | 0.8%[11.4 µM] | -21% | 4% | -3% |
| CC1CCN(C(=O)c2cc3c(=O)n(C)c4cc(Cl)ccc4c3s2)CC1 | 1.4% | 10%[10.9 µM] | 6% | 16% |
| CC[C@H]1C2=C3C(CC[C@H]4C(OCc5ccc(F)cc5C(F)(F)F)OC[C@](C)([C@@H]34)N(C(=O)OC(C)(C)C)C2)C(COC)C1COC (stereo partly specified) | x | -8% | 11% | 4% |
| O=C(c1ccc(C(F)(F)F)cc1)N1CCC(c2nc(-c3ccc(S(=O)(=O)N4CCCC4)cc3)no2)CC1 | u | -30%[10.9 µM] | -11% | -7% |
| Cc1ccccc1OCC(=O)OC(C)CN1CCN(C)CC1 (stereo unspecified) | 0.8% | -5% | -10% | 12% |
| N#Cc1ccccc1NC(=O)CSc1nnc(-c2ccccc2)n1-c1ccccc1 | u | -5% | 6% | 2% |
| CCc1ccc2ncc3c(-c4ccc(C)cc4)nn(CC(=O)Nc4ccc(C)cc4)c3c2c1 | 1.8% | -8%[10.9 µM] | -6% | -10% |
| COC(=O)c1ccc(C(NC(=O)OCc2ccccc2)/C(F)=C/[C@@H](C)C(=O)NCCc2c[nH]c3ccc(OC)cc23)cc1 (stereo partly specified) | x | -21% | 3% | -5% |
| Clc1ccc2nc(N3CCCCC3)sc2c1 | 3.2% | -51%[inhibitor] | -14% | -10% |
| Cc1cc(NC(=O)Nc2nnc(N3CCCCC3)s2)ccc1Br | u | 6%[10.9 µM] | 1% | 2% |
| Cc1ccc2nc(-c3ccc(Cl)cc3)cc(C(=O)OCC(=O)c3ccccc3)c2c1 | u | -14%[10.9 µM] | 2% | -16% |
| CN1CC(=O)N(CC(=O)Nc2ccc(OC(F)(F)F)cc2)c2ccccc2C1=O | -1.5% | -4%[10.9 µM] | -3% | -11% |
| CC(NC(=O)Cn1ccc2cc(S(=O)(=O)N3CCCCCC3)ccc21)c1ccccc1 (stereo unspecified) | u | 4%[10.9 µM] | -10% | -13% |
